Growth percent in the NCI-60 one-dose screen (48 h, 10 µM unless noted): 100 = growth as untreated, 0 = no growth, -100 = all killed.
SK-MEL-28 = SK-MEL-28 melanoma | actives 4.1% (n = 81,000)
T-47D = T-47D breast cancer | actives 5% (n = 79,000) | AID 1794792
SK-MEL-2 = SK-MEL-2 melanoma | actives 4.7% (n = 77,000) | AID 1794763
HS 578T = HS 578T breast cancer | actives 4.1% (n = 78,000)
UACC-62 = UACC-62 melanoma | actives 5.4% (n = 81,000)
UACC-257 = UACC-257 melanoma; actives 4.4% (n = 78,000); AID 1794764
MALME-3M = MALME-3M melanoma | AID 1794766 | actives 5.8% (n = 78,000)
BT-549 = BT-549 breast cancer | actives 4.4% (n = 78,000) | AID 1794793
* marks the source's active call; other numbers are inactive results; & = joins results of further samples. Rule for the calls: active = growth percent below 10; inactive = the rest. This is a random part of the collection; any-hit rate near 10%.

COc1cc(/C=C(/c2ccccc2)[N+](=O)[O-])c(OC)c2c1OCO2 was read as SK-MEL-28 -12.1*, T-47D -55.9*, SK-MEL-2 -23.0*, HS 578T 31.0, UACC-62 -29.2*, UACC-257 17.3, MALME-3M -49.6* and BT-549 -84.4*.
`c1ccc(C(CN2CCCCC2)Oc2ccccn2)cc1` (centres undefined) gave SK-MEL-28 120.5, T-47D 101.2, SK-MEL-2 103.0, HS 578T 115.4, UACC-62 112.4, UACC-257 94.2 and BT-549 104.6.
CC(C)[C@@H]1CC[C@@H](C)C[C@H]1O was read as SK-MEL-28 104.4&107.6&109.6, T-47D 90.1&95.8&91.7, SK-MEL-2 110.2&106.7&101.2, HS 578T 104.6&106.0, UACC-62 102.4&105.3&105.1, UACC-257 93.9&103.3&102.2, MALME-3M 97.2&108.3 and BT-549 93.0&60.4&101.2.
Screening O=C(O)c1ccc2c([N+](=O)[O-])cccc2n1 returned SK-MEL-28 109.1, T-47D 105.2, HS 578T 104.8, UACC-62 104.7, UACC-257 120.3 and MALME-3M 120.5.
O=C1CCC(N2C(=O)c3cccc(NCCOCCOCCn4cc(CNc5cccc6c5C(=O)N(C5CCC(=O)NC5=O)C6=O)nn4)c3C2=O)C(=O)N1 (centres undefined) was read as SK-MEL-28 108.7, SK-MEL-2 115.2, HS 578T 105.2, UACC-62 104.9, UACC-257 104.7, MALME-3M 100.9 and BT-549 105.7.
For O=C(Nc1c(Cl)cccc1Cl)OCc1ccco1 the results were SK-MEL-28 115.6, T-47D 74.5, SK-MEL-2 118.1, HS 578T 97.4, UACC-62 100.7, UACC-257 94.2, MALME-3M 94.7 and BT-549 105.6.
For CN(C)S(=O)(=O)c1cccc(-c2nc3sc4c(c3c(=O)[nH]2)CCCC4)c1 the results were SK-MEL-28 82.2, T-47D -22.1*, SK-MEL-2 36.9, HS 578T -4.5*, UACC-62 71.1, UACC-257 75.0, MALME-3M 17.2 and BT-549 31.9.
`O=S(=O)(O)c1ccc(N/N=C/c2ccc(Cl)c(Cl)c2)cc1` gave SK-MEL-28 117.6, T-47D 97.7, SK-MEL-2 93.2, HS 578T 114.7, UACC-62 99.5, UACC-257 98.1, MALME-3M 109.8 and BT-549 92.6.
CCOC(=O)C1=C(C(=O)OCC)N(c2cc(OC)c(OC)c(OC)c2)C(N)=C(C#N)C1c1cc(=O)[nH]c2ccccc12 (centres undefined) was read as SK-MEL-28 113.6, T-47D 95.4, SK-MEL-2 114.8, HS 578T 97.2, UACC-62 88.6, UACC-257 100.7, MALME-3M 104.1 and BT-549 96.5.
Screening O=C1/C(=C/c2cc(F)cc(F)c2)Cc2c(F)ccc(Br)c21 returned SK-MEL-28 111.4, T-47D 93.7, SK-MEL-2 99.1, HS 578T 100.6, UACC-62 86.2, UACC-257 108.6, MALME-3M 94.9 and BT-549 112.8.
Screening CC(C)N(Cc1ccccc1)c1c(Cl)ssc1=O returned SK-MEL-28 100.7, T-47D 98.9, SK-MEL-2 93.7, HS 578T 108.7, UACC-62 93.1, UACC-257 94.3, MALME-3M 104.4 and BT-549 90.9.
Screening COc1ccc(-c2ccc(SCC(=O)NCCc3ccc(S(N)(=O)=O)cc3)nn2)cc1 returned SK-MEL-28 89.1, T-47D 51.0, SK-MEL-2 79.8, HS 578T 89.8, UACC-62 75.8, UACC-257 55.3, MALME-3M 89.3 and BT-549 60.5.
CC(=O)C(CCN(C)C)c1ccccn1 (centres undefined) was read as SK-MEL-28 104.1, SK-MEL-2 107.1, HS 578T 98.1, UACC-62 99.6, UACC-257 105.6, MALME-3M 107.2 and BT-549 101.9.
`O=c1cc(C=NCc2nc(-c3ccccc3)cs2)c2cc(Cl)ccc2o1` gave SK-MEL-28 94.9, T-47D 30.1, SK-MEL-2 81.1, HS 578T 85.0, UACC-62 59.4, UACC-257 81.4, MALME-3M 79.7 and BT-549 82.0.
COc1ccc(C2OCCO2)cc1 was read as SK-MEL-28 105.3, T-47D 102.6, SK-MEL-2 103.4, HS 578T 119.7, UACC-62 100.6, UACC-257 101.2, MALME-3M 112.9 and BT-549 105.6.
NC(N)=Nc1ccc(C(=O)Oc2ccc([N+](=O)[O-])cc2CN2CCCCC2)cc1 was read as SK-MEL-28 105.9, T-47D 89.1, SK-MEL-2 98.5, HS 578T 114.4, UACC-62 95.1, UACC-257 85.2, MALME-3M 87.9 and BT-549 105.7.
`CN1CCN(CC(=O)Nc2nc3c(s2)Nc2cc(Cl)c(Cl)cc2NC3=O)CC1` gave SK-MEL-28 110.5, T-47D 98.1, HS 578T 106.7, UACC-62 109.0, UACC-257 87.9, MALME-3M 107.2 and BT-549 100.0.
Screening CCOC(=O)c1cc2c(n1Cc1cc(OC)cc(OC)c1)-c1nc(N)sc1CCC2 returned SK-MEL-28 104.5, T-47D 61.0, SK-MEL-2 93.6, HS 578T 74.9, UACC-62 63.5, UACC-257 69.2, MALME-3M 101.3 and BT-549 101.5.
`C#CCOC(=O)Nc1cccc(Cl)c1` gave SK-MEL-28 109.3, SK-MEL-2 116.5, HS 578T 98.1, UACC-62 107.0, UACC-257 91.8, MALME-3M 112.9 and BT-549 91.7.
CCN1CCN(Cc2cn(CC(=O)Nc3ccc4c(ccn4Cc4ccccc4)c3)nn2)CC1 was read as SK-MEL-28 104.7, T-47D 91.1, SK-MEL-2 106.4, HS 578T 100.4, UACC-62 95.0, UACC-257 103.4, MALME-3M 99.5 and BT-549 96.1.
For O=C(CC(O)c1coc(-c2ccc(Cl)cc2)n1)c1ccc(Cl)cc1 (centres undefined) the results were SK-MEL-28 118.1, T-47D 88.6, UACC-62 89.4, UACC-257 77.6, MALME-3M 98.3 and BT-549 102.2.
COc1ccc(NC(=O)c2sc3nc4c(cc3c2N)CN(CCc2ccccc2)CC4)cc1 was read as SK-MEL-28 110.6, T-47D 97.6, SK-MEL-2 110.2, HS 578T 89.6, UACC-62 94.4, UACC-257 111.2, MALME-3M 87.8 and BT-549 103.0.
`N=C(N)c1ccc(-c2ccc(-c3cccs3)s2)nc1` gave SK-MEL-28 83.7, T-47D 43.0, SK-MEL-2 97.8, HS 578T 80.1, UACC-62 86.8, UACC-257 63.2, MALME-3M 57.1 and BT-549 91.0.
C#C[C@]1(O)CC[C@H]2[C@@H]3CC=C4c5sc(Nc6cc(OC)ccc6OC)nc5CC[C@]4(C)[C@H]3CC[C@@]21C was read as SK-MEL-28 -46.6*, T-47D 22.8, SK-MEL-2 31.8, HS 578T -13.8*, UACC-62 -14.0*, UACC-257 0.9*, MALME-3M 14.4 and BT-549 30.2.
For CC(C)(C)c1cc(/N=C/c2cccnc2)n(-c2ccccc2)n1 the results were SK-MEL-28 114.8, T-47D 87.9, SK-MEL-2 146.3, HS 578T 98.1, UACC-62 86.6, UACC-257 100.3, MALME-3M 112.8 and BT-549 121.6.
COc1nc(N)ncc1-c1ccc2ncnc(N3CCc4cc(F)c(Cl)cc43)c2c1 was read as SK-MEL-28 31.3, T-47D -46.3*, SK-MEL-2 25.7, HS 578T 7.3*, UACC-62 50.0, UACC-257 78.8, MALME-3M 64.3 and BT-549 19.9.
Screening Cc1ccc2c(c1)/C(=N/c1nc(-c3ccc(Cl)cc3)cs1)C(=O)N2 returned SK-MEL-28 105.9, T-47D 90.8, SK-MEL-2 81.2, HS 578T 87.6, UACC-62 81.5, UACC-257 78.3, MALME-3M 93.4 and BT-549 81.3.
For Fc1ccc(-c2ccnc3nc(-c4ccncc4)nn23)cc1 the results were SK-MEL-28 111.4, T-47D 90.1, HS 578T 112.7, UACC-62 116.4, UACC-257 110.5, MALME-3M 114.5 and BT-549 93.8.
`CCCCCCCC(=O)SCC/C=C/[C@@H]1CC(=O)NCc2cccc(n2)C2=N[C@@](C)(CS2)C(=O)N[C@@H](C(C)C)C(=O)O1` gave SK-MEL-28 1.5*, T-47D -14.1*, SK-MEL-2 -1.9*, HS 578T 15.4, UACC-62 -64.1*, MALME-3M 22.7 and BT-549 32.0.
CC(C)CCc1nc2ccc(NCc3ccc(OCCN4CCOCC4)cc3)cc2[nH]1 was read as SK-MEL-28 101.2, T-47D 73.3, SK-MEL-2 137.2, HS 578T 90.6, UACC-62 90.5, UACC-257 97.9, MALME-3M 86.9 and BT-549 85.5.
`COc1ccc(C(C)(c2c[nH]c3ccccc23)c2c[nH]c3ccccc23)cc1` gave SK-MEL-28 86.6, T-47D 50.2, SK-MEL-2 77.2, HS 578T 89.4, UACC-62 56.2, UACC-257 95.4, MALME-3M 90.5 and BT-549 90.5.
`CC1(CCc2ccccc2)NC(=O)N(CC(=O)Nc2c(F)cccc2F)C1=O` (centres undefined) gave SK-MEL-28 108.8, T-47D 94.6, SK-MEL-2 100.4, HS 578T 89.4, UACC-62 108.1, UACC-257 104.8, MALME-3M 87.6 and BT-549 105.2.
For O=C(O)CCCn1c(=O)c2sc3ncccc3c2n2nnc(-c3ccccc3)c12 the results were SK-MEL-28 107.6, T-47D 100.8, SK-MEL-2 101.1, HS 578T 117.6, UACC-62 97.1, UACC-257 103.5 and BT-549 104.1.
COc1cc(-c2nc3cc(N)ccc3o2)cc(OC)c1OC was read as SK-MEL-28 101.1, T-47D 92.6, SK-MEL-2 98.8, UACC-62 99.2, UACC-257 97.6, MALME-3M 96.7 and BT-549 91.9.
O=c1cc(-c2sc(N3CCCCC3)nc2-c2ccccc2)c2cc(Cl)ccc2o1 was read as SK-MEL-28 99.5, T-47D 76.8, SK-MEL-2 92.9, HS 578T 78.3, UACC-257 98.1, MALME-3M 90.2 and BT-549 94.1.
`O=C1C=CC2C3C=CC(C3)C12` (centres undefined) gave SK-MEL-28 102.4, T-47D 106.1, SK-MEL-2 105.6, HS 578T 95.2, UACC-62 105.9, UACC-257 100.6, MALME-3M 111.1 and BT-549 109.8.
`COc1cccc(-c2nn(-c3ccccc3)cc2-c2ccnc(NCCCNS(=O)(=O)c3ccc(Br)cc3)c2)c1` gave T-47D 18.5, SK-MEL-2 50.9, HS 578T 66.2, MALME-3M 71.9 and BT-549 73.0.
Nc1ccc(C(=O)O)cc1Br was read as SK-MEL-28 107.4, T-47D 109.4, SK-MEL-2 123.5, UACC-62 101.1, UACC-257 92.8, MALME-3M 116.0 and BT-549 111.4.
CCCCCCCCCC(=O)c1ccc(O)c(O)c1O was read as SK-MEL-28 76.5, T-47D 65.2, SK-MEL-2 68.0, HS 578T 85.4, UACC-62 68.5, UACC-257 83.2 and BT-549 38.9.
For CC(C)c1ccc(C(C)C(=O)N(CC2=C(C(C)c3ccccn3)c3ccccc3C2)C(C)C)cc1 (centres undefined) the results were SK-MEL-28 79.7, T-47D 13.3, SK-MEL-2 24.1, HS 578T 47.4, UACC-62 53.4, UACC-257 49.3 and BT-549 69.6.
Screening CN(C)CC#Cc1ccc2ncc(C#N)c(Nc3ccc(F)c(Cl)c3)c2c1 returned SK-MEL-28 69.4, T-47D 44.0, SK-MEL-2 38.3, HS 578T 52.1, UACC-62 42.9, UACC-257 76.0, MALME-3M 45.1 and BT-549 51.1.
Screening COC(=O)[C@]12CCC(C)(C)C[C@@H]1[C@@H]1NC(=O)C[C@@H]3[C@@]4(C)CCC(=O)NC(C)(C)[C@@H]4CC[C@@]3(C)[C@]1(C)CC2 returned SK-MEL-28 106.5, T-47D 72.7, SK-MEL-2 96.0, HS 578T 94.2, UACC-62 87.3, UACC-257 100.2, MALME-3M 94.2 and BT-549 95.1.
`CCCCNC(C)(C)C(SSSC(c1ccco1)C(C)(C)NCCCC)c1ccco1` (centres undefined) gave SK-MEL-28 104.2, T-47D 79.4, SK-MEL-2 83.1, HS 578T 109.0, UACC-62 96.5, MALME-3M 85.7 and BT-549 91.4.

Some of these compounds in order of length of the SMILES, rising.
`O=C1C=CC2C3C=CC(C3)C12` (centres undefined) gave SK-MEL-28 102.4, T-47D 106.1, SK-MEL-2 105.6, HS 578T 95.2, UACC-62 105.9, UACC-257 100.6, MALME-3M 111.1 and BT-549 109.8.
CCCCCCCCCC(=O)c1ccc(O)c(O)c1O was read as SK-MEL-28 76.5, T-47D 65.2, SK-MEL-2 68.0, HS 578T 85.4, UACC-62 68.5, UACC-257 83.2 and BT-549 38.9.
COc1cc(-c2nc3cc(N)ccc3o2)cc(OC)c1OC was read as SK-MEL-28 101.1, T-47D 92.6, SK-MEL-2 98.8, UACC-62 99.2, UACC-257 97.6, MALME-3M 96.7 and BT-549 91.9.
Screening CN(C)CC#Cc1ccc2ncc(C#N)c(Nc3ccc(F)c(Cl)c3)c2c1 returned SK-MEL-28 69.4, T-47D 44.0, SK-MEL-2 38.3, HS 578T 52.1, UACC-62 42.9, UACC-257 76.0, MALME-3M 45.1 and BT-549 51.1.
`CC1(CCc2ccccc2)NC(=O)N(CC(=O)Nc2c(F)cccc2F)C1=O` (centres undefined) gave SK-MEL-28 108.8, T-47D 94.6, SK-MEL-2 100.4, HS 578T 89.4, UACC-62 108.1, UACC-257 104.8, MALME-3M 87.6 and BT-549 105.2.
For O=C(O)CCCn1c(=O)c2sc3ncccc3c2n2nnc(-c3ccccc3)c12 the results were SK-MEL-28 107.6, T-47D 100.8, SK-MEL-2 101.1, HS 578T 117.6, UACC-62 97.1, UACC-257 103.5 and BT-549 104.1.
O=c1cc(-c2sc(N3CCCCC3)nc2-c2ccccc2)c2cc(Cl)ccc2o1 was read as SK-MEL-28 99.5, T-47D 76.8, SK-MEL-2 92.9, HS 578T 78.3, UACC-257 98.1, MALME-3M 90.2 and BT-549 94.1.
`COc1cccc(-c2nn(-c3ccccc3)cc2-c2ccnc(NCCCNS(=O)(=O)c3ccc(Br)cc3)c2)c1` gave T-47D 18.5, SK-MEL-2 50.9, HS 578T 66.2, MALME-3M 71.9 and BT-549 73.0.

Compound activity from PubChem.
